High-throughput results deposited in PubChem by National Center for Advancing Translational Sciences (NCATS).
Pin1 inh – human Pin1 inhibition; Q13526; Pin1 FP peptide displacement, HiFluor488, 10 min; Potency, µM (series often up to 115 µM), without a hit: top-dose activity, negative = inhibition, most hits filed as inhibitors; 390,000 tested, 0.009% active; active = well fitted inhibition curve with a large enough effect in the polarisation, with a control signal flat, not every such curve was filed as active; inconclusive = small, poorly fitted or top-dose-only effect, or effect the other way, or a change in a side signal; inactive = no such curve, though single readings can be large or run the other way; the % refers to the polarisation; also: potency is read from the fitted curve at half-maximal effect; % is scaled to controls: 0 for no effect and ±100 for the full control effect
Target sequence (Q13526 whole entry, looked up): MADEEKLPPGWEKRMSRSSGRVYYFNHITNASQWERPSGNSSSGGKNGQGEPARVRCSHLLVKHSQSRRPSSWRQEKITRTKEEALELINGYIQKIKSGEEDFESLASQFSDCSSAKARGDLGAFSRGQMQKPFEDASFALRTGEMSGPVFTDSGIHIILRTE
mIDH1 inhibitor – blocks human mutant IDH1 R132H enzyme. Potency, µM (series often up to 76.6 µM), for the others: top-dose activity change, negative = inhibition, usual class: inhibitors. IDH1-R132H enzyme, NADPH consumption, diaphorase/resazurin fluorescence. O75874. 390,000 tested, 0.093% active; also: potency is read from the fitted curve at half-maximal effect; % is scaled to controls: 0 for no effect and ±100 for the full control effect; nearly all actives have a fitted effect of over 65% in size
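IDH1-R132H (0.5 ug/mL dispensed) in pH 7.5 Tris buffer was preincubated 30 min with compound, then given a substrate mix of 0.016 mM NADPH and 2 mM alpha-KG for 80 min at room temperature; remaining NADPH was read by diaphorase/resazurin fluorescence.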
TrxR1 substrate – substrates of rat thioredoxin reductase 1; O89049; purified TrxR1 substrate turnover, NADPH consumption readout; Potency, µM (doses to about 114 µM), for inactives: top-dose activity change, negative = substrate turnover; 390,000 tested, 0.01% active; AID 588456; also: potency is read from the fitted curve at half-maximal effect; % is scaled to controls: 0 for no effect and ±100 for the full control effect; nearly all actives have a fitted effect of over 50% in size
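Rat TrxR1, dispensed at 90 nM, was prereduced with 400 uM NADPH (final) for 5 min at ~22 deg C, then incubated with compound 15 min before 400 uM selenite. A first-read NADPH fluorescence drop versus no-compound background flagged substrates.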
TRHR enhancer – allosteric enhancers of human TRH receptor. P34981. TRHR cells, fluo-8 calcium fluorescence, EC20 TRH enhancement. enhancement, % at 2 µM. 360,000 tested, 0.66% active. AID 493056; in the data active = enhancement above about 30%; also: 0% is about no effect
Target sequence (P34981 whole entry, looked up): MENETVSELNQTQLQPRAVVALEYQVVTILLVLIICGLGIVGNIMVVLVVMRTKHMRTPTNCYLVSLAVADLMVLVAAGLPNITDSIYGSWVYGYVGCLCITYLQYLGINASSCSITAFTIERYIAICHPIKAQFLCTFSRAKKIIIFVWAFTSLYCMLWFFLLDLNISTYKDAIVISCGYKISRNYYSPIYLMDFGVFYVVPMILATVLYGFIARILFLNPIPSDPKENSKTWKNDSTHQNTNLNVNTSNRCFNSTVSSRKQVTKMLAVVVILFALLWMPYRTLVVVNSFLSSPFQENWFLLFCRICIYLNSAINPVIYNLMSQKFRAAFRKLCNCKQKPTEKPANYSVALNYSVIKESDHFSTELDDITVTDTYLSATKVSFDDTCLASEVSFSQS
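TRHR-expressing cells loaded with fluo-8 calcium dye were read kinetically (ex 480/em 530) during compound addition, then stimulated with an EC20 of TRH (10 nM final). Enhancement of the Gq-mediated intracellular calcium response was scored.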
D2 agonist – D2 dopamine receptor (human) agonism | P14416 | HEK293 T-REx D2 cells, calcium flux agonist mode | activation, % at 2 µM | 340,000 tested, 0.53% active | AID 485358;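 active = activation over 3 SD above normal in the single-dose calcium agonist read, cut at about 30% in these data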; also: 0% is about no effect
Target sequence (P14416 whole entry, looked up): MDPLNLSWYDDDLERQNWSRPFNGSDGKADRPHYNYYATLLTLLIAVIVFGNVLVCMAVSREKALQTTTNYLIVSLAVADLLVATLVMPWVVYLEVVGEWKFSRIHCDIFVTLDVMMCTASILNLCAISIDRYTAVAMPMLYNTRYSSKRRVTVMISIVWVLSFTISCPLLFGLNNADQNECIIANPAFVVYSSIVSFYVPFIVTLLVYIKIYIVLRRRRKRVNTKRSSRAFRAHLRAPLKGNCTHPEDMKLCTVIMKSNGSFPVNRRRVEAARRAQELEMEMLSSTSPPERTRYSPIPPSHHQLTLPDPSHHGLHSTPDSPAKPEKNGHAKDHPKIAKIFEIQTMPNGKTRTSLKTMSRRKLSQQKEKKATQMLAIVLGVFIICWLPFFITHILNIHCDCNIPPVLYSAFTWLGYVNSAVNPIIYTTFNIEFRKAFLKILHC
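Agonism is scored from calcium flux in a force-coupled, inducible HEK293 cell line expressing D2, read kinetically for 180 s after compound addition against dopamine controls.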
D2 antagonist – antagonists of human D2 dopamine receptor | 340,000 tested, 2% active | inhibition, % at 10 µM | HEK293 TREx D2 cells, calcium flux, dopamine EC80 | P14416; in the data active = inhibition above about 30%; also: 0% is about no effect
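Tetracycline-induced HEK293 T-REx cells expressing D2 force-coupled to calcium signalling were dye-loaded, exposed to compound for 180 s, then challenged with an EC80 of dopamine; calcium flux was followed kinetically for a further 180 s.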
rTrxR1 inhibitor – blocks rat thioredoxin reductase 1 | O89049 | recombinant rTrxR1, NADPH fluorescence consumption, selenite substrate | Potency, µM (titrated, usually from 114 µM), for inactives: at the top dose activity change, negative = inhibition, most hits filed as inhibitors | 390,000 tested, 1% active | AID 588453; also: potency is read from the fitted curve at half-maximal effect; % is scaled to controls: 0 for no effect and ±100 for the full control effect; nearly all actives have a fitted effect of over 65% in size
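Rat TrxR1 (90 nM in the dispensed reagent) was pre-reduced with 400 uM NADPH for 5 min at room temperature, then incubated with compound for 15 min. After 400 uM selenite was added, NADPH fluorescence (Ex 340/Em 450 nm) was followed for 8 min.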
USP1-UAF1 inh – USP1/UAF1 (human) deubiquitinase inhibition | recombinant USP1/UAF1, Ub-Rhodamine cleavage fluorescence | Potency, µM (top dose mostly 57.1 µM), for inactives: top-dose activity change, negative = inhibition, usual class: inhibitors | 390,000 tested, 0.23% active; also: potency is read from the fitted curve at half-maximal effect; % is scaled to controls: 0 for no effect and ±100 for the full control effect; nearly all actives have a fitted effect of over 60% in size; inactives centre near -12
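Step one: compound is pinned into 1nM USP1/UAF1 in HEPES pH 7.8 buffer with TCEP. Step two: 15 min room-temperature incubation. Step three: Ub-Rho (150nM final) starts cleavage, tracked by fluorescence over six one-minute reads.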
TRHR agonist – agonists of human TRH receptor; P34981; TRHR cells, calcium flux fluo-8, FDSS agonist mode; activation, % at 2 µM; 360,000 tested, 0.18% active; AID 493084; in the data active = activation above about 30%; also: 0% is about no effect
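Steps: seed TRHR cells overnight; add fluo-8 no-wash Ca dye, RT 30 min–1.5 h; record 10 s baseline; pin-transfer compounds; monitor fluorescence 1 cycle/s for the agonist window. Calcium increases flag candidate agonists.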
* = called active by the depositor; ? = inconclusive; · = no result given; & = joins results of further samples; [ ] = dose if it differs, or a comment. Unless noted, calls follow the shape of the dose curve; as a rule, active = well fitted inhibition curve with a large enough effect; inconclusive = small, poorly fitted or top-dose-only effect; inactive = no such curve, though single readings can be large or run the other way. The list is partial (hit frequency here may not be typical).

molecule,Pin1 inh,mIDH1 inhibitor,TrxR1 substrate,TRHR enhancer,D2 agonist,D2 antagonist,rTrxR1 inhibitor,USP1-UAF1 inh,TRHR agonist
COC(=O)c1cc(Sc2cccc(Cl)c2Cl)ccn1,-8%,-2%,12%,18,-1.1,3,29%,-1%,-0.6
COc1ccc(-c2cc(-c3ccccc3)c(C#N)c(S(C)=O)n2)cc1 (centres undefined),-9%,-6%,453%[activator],-5,·,·,1%,-20%,-1.6
C=CCN(C)CC/C=C1\c2ccccc2CSc2ccccc21,-5%,2%,-4%,-7,1.0,68*,-5%[57.1 µM],-5%,2.4
Cc1cc2nc3c(=O)[nH]c(=S)[nH]c3nc2cc1NC(=O)C(F)(F)F,?,-7%,-19%,3,5.7,25,?,22%,4.0
CCOC(=O)c1c(NC(=S)Nc2ccc(Cl)cc2)sc(C)c1C,-5%,0%,-11%,-2,-0.9,11,-14%,-7%,-0.7
Cc1cccc(N2CC(O)(c3cccs3)[N+]3=C2CCCC3)c1C (centres undefined),-11%,-7%,0%[57.1 µM],-5,-0.8,2,16%[57.1 µM],-8%,0.0
CCC(C)N1CCN(C(=O)c2cccs2)CC1 (centres undefined),-10%,14%,-11%,·,·,·,-16%,-5%,·
COCC(C)Nc1ncnc2c1cnn2-c1cccc(Cl)c1 (centres undefined),-12%,-14%,1%[57.1 µM],-2,-0.8,·,9%[57.1 µM],-3%,-0.8
Cc1ccc2cccc(NC(=S)NC(=O)c3c(Br)cnn3C)c2n1,19%,13%,-10%,-2,0.6,-3,-8%,-11%,0.5
C=C(C)CNC(=S)N/N=C(\C)c1ccc(-n2ccnc2)cc1,0%,2%,-15%,3,-0.1,15,-15%,-12%,1.0
O=C1SCC(c2ccccc2)=NN1Cc1ccccc1,-1%,2%,3%,-3,-1.1,0,10%,-8%,-0.4
Cc1ccc(S(=O)(=O)NCC(=O)N(CC(=O)NC2CCCC2)CC2CCCO2)cc1 (centres undefined),-2%,13%,11%[57.1 µM],6,1.1,-8,17%[57.1 µM],-17%,1.6
CCOc1ccc(NC(=S)NCCCN2CCOCC2)cc1,-2%,1%,6%,-4,0.5,4,-15%[57.1 µM],-7%,0.2
Cc1cc(=O)[nH]c(N/N=C/c2ccc(O)c(O)c2)n1,1%,1%,-10%,-1,-0.7,-7,-8%,-13%,-0.7
COc1ccc(-c2cccc(-c3nc4ccc(Cl)cn4c3NC3CCCCC3)c2)cc1,70%[activator],2%,24%,·,·,·,39%[activator],-11%,·
Cc1nn(CCCC(=O)NCc2ccccc2)c(C)c1[N+](=O)[O-],-1%,3%,-10%,-3,-0.7,-6,-23%,-5%,-0.5
COc1cccc(N2C(=O)C3CCCN3C2=S)c1 (centres undefined),-12%,2%,-3%,11,0.4,4,6%,-16%,0.1
O=C(COC(=O)Cc1ccc(Cl)cc1)Nc1ccccc1F,5%,5%,-15%[57.1 µM],1,-0.6,-8,16%[57.1 µM],-16%,-4.1
Cc1nc(-c2ccccc2OC(F)(F)F)[nH]c(=O)c1Cl,-2%,9%,5%[57.1 µM],15,0.8,-16,-1%[57.1 µM],11%,-0.2
COc1cccc(C(=O)Nc2c[nH]c(=O)[nH]c2=O)c1,-6%,7%,6%,2,1.4,9,17%,-13%,0.3

D2 antagonist: entries above that show a hit.
molecule | Pin1 inh | mIDH1 inhibitor | TrxR1 substrate | TRHR enhancer | D2 antagonist | rTrxR1 inhibitor | USP1-UAF1 inh
C=CCN(C)CC/C=C1\c2ccccc2CSc2ccccc21 | -5% | 2% | -4% | -7 | 68* | -5%[57.1 µM] | -5%

The listing continues:
molecule,Pin1 inh,mIDH1 inhibitor,TrxR1 substrate,TRHR enhancer,D2 agonist,D2 antagonist,rTrxR1 inhibitor,USP1-UAF1 inh,TRHR agonist
COc1ccc(N2CCN(C(=O)C3CCCN(C(=O)c4cc5sccc5n4C)C3)CC2)cc1 (centres undefined),0%,0%,-10%,32*,-0.5,·,-11%,12%,0.0
Cc1ccc(C(=O)NC(=S)Nc2ccc(N3CCOCC3)cc2)cc1,1%,3%,-2%,6,1.2,-4,?,-17%,0.9
COc1ccccc1NC(=O)c1cc2c(-c3ccccc3)nn(-c3ccccc3)c2s1,9%,10%,52%[activator],5,-1.7,·,-19%,-24%,-1.5
Cc1nc2ccn(Cc3ccco3)c(=O)c2cc1C(=O)NCc1ccc(Cl)cc1,20%,-13%,7%[57.1 µM],5,2.6,·,7%[57.1 µM],-9%,-0.7
COc1ccc2nc(C)cc(Nc3ccc(C(=O)O)cc3)c2c1,0%,0%,-5%,14,0.6,0,-1%,-11%,-0.7
COc1cc(C(=O)NNC(=O)CN2C(=O)NC3(CCCC3)C2=O)cc(OC)c1OC,-1%,2%,3%,2,·,·,6%,-15%,0.0
Cc1sc2nc(CSC(C)C(=O)N(C)CC(=O)Nc3ccccc3C(F)(F)F)[nH]c(=O)c2c1C (centres undefined),38%[activator],5%,-11%,1,0.0,-7,-7%,-19%,0.3
Cc1ccc(NC(=O)COC(=O)c2ccco2)cc1,-3%,-14%,-1%,2,0.7,-20,12%,-8%,0.3
NC(=O)C1CCN(C(=O)COc2ccc3ccccc3c2Br)CC1,-12%,-1%,-4%,-1,-0.2,16,5%,5%,0.6
COc1ccc(N2CCN(C(CNC(=O)C(=O)NCCCO)c3ccco3)CC2)cc1 (centres undefined),2%,1%,1%,9,0.9,2,33%,-17%,0.2
S=C(NCCc1ccccc1)Nc1cccc2cnccc12,-3%,5%,11%[57.1 µM],-5,3.9,-10,25%[57.1 µM],-24%,0.1
O=C(COc1ccc(S(=O)(=O)N2CCOCC2)cc1)NCc1ccccc1,1%,3%,-1%,-7,0.1,13,-5%,-1%,-0.1
CCOC(=O)c1c(C)c(-c2ccccc2)n(CC(=O)NCCc2ccc(C)cc2)c1C,6%,-3%,6%,0,·,·,20%,?,0.0
COC(=O)c1ccc(/C=N/NC(=O)CC(=O)NC2CCCCC2)cc1,6%,5%,-10%[57.1 µM],4,0.9,8,41%[activator][57.1 µM],-2%,-1.3
Cc1ccc(C(=O)Nc2cccc(C(=O)N3CCN(C)CC3)c2)cc1,-1%,5%,7%[57.1 µM],7,-0.7,-6,-10%,-3%,-0.2
O=C(NCc1ccc(Cl)cc1)C1CCC(=O)N(C2CCCCCC2)C1 (centres undefined),-4%,-3%,-8%,-5,-0.1,1,-6%,-7%,0.1
O=C(O)CCC(=O)N1N=C(c2ccc(Br)cc2)CC1c1ccc(Br)cc1 (centres undefined),-3%,-12%,10%,-1,-0.2,5,25%,-28%,-0.2
Cc1ccc(F)cc1NC(=O)C1CCN(c2cnccn2)CC1,-13%,8%,-1%,4,-0.2,12,-3%,-2%,-0.5
CC1CC(Nc2ccccc2)=NC1(C)C (centres undefined),-2%,1%,7%[57.1 µM],3,3.6,-5,8%[57.1 µM],-20%,0.5
C=CCOc1cccc(C2C(C(=O)c3ccc(C)o3)=C(O)C(=O)N2c2nccs2)c1 (centres undefined),·,-17%,-10%,5,2.0,-17,?,34%[activator],10
O=C(/C=C/c1ccc(-c2ccccc2)o1)c1ccccc1,40%[activator],12%,-4%,2,-1.0,-15,?,-27%,-0.7
Cn1cnnc1SCC(=O)Nc1ccc(F)cc1,-9%,1%,11%[57.1 µM],-2,0.7,17,18%[57.1 µM],-6%,0.1
Cc1cc(OCC(=O)Nc2ncn[nH]2)ccc1Cl,-2%&1%,-7%&-18%,16%[57.1 µM],-6&13,0.1&-2.3,-24,38%[activator][57.1 µM],20%&-21%,-0.2&-1.0
O=C(CN1C(=O)NC(c2ccccc2)(c2ccccc2)C1=O)NCc1ccco1,8%,0%,7%[57.1 µM],·,·,·,8%[57.1 µM],-18%,·
CC(C)C[C@@H](CNCC(=O)[C@H](Cc1c[nH]c2ccccc12)NC(=O)c1[nH]cnc1C(=O)N[C@@H](C)CN)NC(=O)c1nc[nH]c1C(=O)N[C@@H](C)C(=O)O,?,-7%,-1%,·,·,·,3%,-16%,·
CC(C)[C@@H]1NC(=O)c2cc([N+](=O)[O-])cc(I)c2OCC[C@@H](C(N)=O)NC(=O)[C@H](CCC(=O)O)NC1=O,-9%,4%,2%[57.1 µM],-3,0.2,-3,-1%[57.1 µM],-20%,0.1
Cc1c(NC=C(C#N)C#N)c(=O)n(-c2ccccc2)n1C,-3%,-1%,9%[57.1 µM],6,1.4,15,13%[57.1 µM],-10%,1.1
CCOc1cc(NC(=S)NC)c(OCC)cc1NC(=O)c1cccs1,-1%,-5%,-5%,1,-0.6,3,-11%,-10%,-0.3
C/C(CC(=O)Nc1ccccc1Br)=N\NC(=O)C(=O)N1CCCC1,-9%,0%,-3%[57.1 µM],-2,-0.9,-12,-6%[57.1 µM],-22%,0.2
COc1cc(/C=C\C(=O)NCc2ccc3c(c2)cc(C)n3C)cc(OC)c1OC,-6%,-12%,9%[57.1 µM],0,1.3,-13,15%[57.1 µM],-11%,-0.1
Cn1nnnc1SCC(=O)Nc1ccccc1N1CCCCC1,-1%,2%,1%,2,-0.2,-13,5%,-14%,-0.3
Cc1nc(NNC(=O)c2ccccc2)cc(-c2ccccc2)n1,-11%,1%,7%,0,0.2,6,14%,-8%,0.4
O=C1CCC(=O)N1CC(=O)N1CCCc2ccccc21,?,-4%,0%,7,·,·,12%,6%,0.6
O=C(CC12CC3CC(C1)CC(CC(=O)NC1=NCCS1)(C3)C2)NC1=NCCS1,23%,2%,-7%,3,-0.4,-8,0%,-9%,0.2
